# TNAP act hiacc: TNAP activators at high phosphate acceptor level, primary screen, biochemical, luminescence, uHTS; Alkaline phosphatase, tissue-nonspecific isozyme (Homo sapiens), P05186; purified TNAP, CDP-star luminescence, 1 M DEA, 30 min; active compounds read high; 0 = EDTA background, 1 = DMSO-only activity; activation factor at 20 µM; 200,000 tested, under 10 active;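 active means activation factor at least 2 at 20 µM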
# Target sequence (P05186 whole entry, looked up): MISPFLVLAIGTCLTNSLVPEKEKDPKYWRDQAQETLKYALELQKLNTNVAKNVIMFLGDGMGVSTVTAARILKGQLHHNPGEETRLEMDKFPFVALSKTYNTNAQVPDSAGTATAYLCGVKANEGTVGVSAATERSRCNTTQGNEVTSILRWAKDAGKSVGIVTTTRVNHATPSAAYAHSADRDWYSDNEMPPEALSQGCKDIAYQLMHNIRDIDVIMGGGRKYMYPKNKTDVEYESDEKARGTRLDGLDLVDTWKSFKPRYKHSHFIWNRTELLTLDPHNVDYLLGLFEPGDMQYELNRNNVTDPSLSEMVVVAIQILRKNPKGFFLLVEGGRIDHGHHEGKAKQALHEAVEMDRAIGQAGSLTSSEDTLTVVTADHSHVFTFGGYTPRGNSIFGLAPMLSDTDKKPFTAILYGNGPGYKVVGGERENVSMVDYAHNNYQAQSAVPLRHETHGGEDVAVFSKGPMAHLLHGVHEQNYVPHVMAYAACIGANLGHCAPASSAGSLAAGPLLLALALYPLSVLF
#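 Control set: EDTA negative control, DMSO positive control / Assay system: human TNAP / Quantity: TNAP 1/800 final / Evaluation: TNAP activation factor scaled between EDTA and DMSO control wells / Measured by: luminescent substrate turnover signal / Compound dosing: one dose, 20 µM / Times: 30 min enzyme reaction at room temperature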
# STAT3 inh: IL-6 driven STAT3 reporter inhibitors, primary screen, U3A cells, luciferase, luminescence, MLSCN library; IL-6 STAT3-luciferase reporter; host cell line lacks STAT1; inhibition, % at 5.5 µM; 190,000 tested, 0.89% active;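 active means inhibition above the mean inhibition across all screened compounds plus 3 SD, cut at about 44% in these data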;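 further: 0% = DMSO only wells and 100% = 100 µM nifuroxazide control wells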
# PPARg SRC-1 ag: PPARgamma agonists recruiting SRC-1 coactivator, primary screen, biochemical; 200,000 tested, 0.41% active; activation, % at 8 µM; PPARgamma-SRC-1 coactivator recruitment biochemical assay; in the data active means activation above about 19%;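 further: 0% = DMSO and 100% = reference agonist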
# SRC2 TRFRET art: TR-FRET signal artefacts, primary screen, artefact control for PPARgamma SRC-2 agonist project, biochemical. TR-FRET artefact counter-screen; active compounds read high. TR-FRET ratio at 8 µM. AID 1049, 2008. 200,000 tested, 0.4% active; in the data active means TR-FRET ratio above about 2000; further: inactives centre near 1500
# bIAP inhibitor: bovine intestinal alkaline phosphatase inhibitors, primary screen, selectivity assay for TNAP inhibitor project, biochemical, bovine IAP, CDP-star luminescence | alkaline phosphatase, intestinal [Bos taurus] | purified bovine IAP, 30 min | inhibition, % at 20 µM | 190,000 tested, under 10 active | AID 1019, 2008;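 active means over 50% inhibition of intestinal alkaline phosphatase at 20 µM in the single-dose screen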
#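 Incubation: 30 min reaction at room temperature / Material: purified bovine intestinal alkaline phosphatase (IAP) enzyme / Input: enzyme at 1/65,000,000 dilution / Dosing: 20 µM single dose / Signal: CDP-star luminescence signal / Reagent: CDP-star chemiluminescent phosphatase substrate, 30 µM final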
# PPARg SRC-2 ag: agonists of PPARg-SRC-2 recruitment, primary screen, biochemical, HTS | activation, % at 8 µM | PPARgamma LBD-SRC-2 recruitment | 200,000 tested, 0.34% active | Peroxisome proliferator-activated receptor gamma (Homo sapiens), P37231; in the data active means activation above about 22%;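 further: 0% = vehicle and 100% = reference agonist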
# PPARg SRC3 recr: PPARgamma agonists recruiting SRC-3 coactivator, primary screen, biochemical | Peroxisome proliferator-activated receptor gamma (Homo sapiens), P37231 | biochemical PPARgamma/SRC-3 coactivator recruitment assay | activation, % at 8 µM | 200,000 tested, 0.26% active; in the data active means activation above about 23%;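 further: 0% = DMSO and 100% = reference agonist; some compounds past the cut are filed as inactive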
# bIAP activator: bovine intestinal alkaline phosphatase activators, primary screen, biochemical, bovine IAP, CDP-star luminescence; alkaline phosphatase, intestinal [Bos taurus]; purified bovine IAP, 30 min; active compounds read high; fold of DMSO-control signal, blank-subtracted; activation factor at 20 µM; 200,000 tested, 0.17% active; AID 1016, 2008;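 active means activation factor of 2 or more at 20 µM, a signal rise over negative controls twice the positive control's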
# STAT1 inh: STAT1 signaling inhibitors, primary screen, cell-based, HTS, luciferase reporter | inhibition, % at 5.5 µM | AID 920, 2007 | 200,000 tested, 0.35% active | NIH 3T3 STAT1-luciferase reporter, IFN-gamma, luminescence;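 active means inhibition above a set limit, the mean inhibition across all tested compounds plus 3 SD, cut at about 34% in these data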;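 further: 0% = IFN-gamma with DMSO and 100% = IFN-gamma with 300 µM nifuroxazide; values of inactives mirror those of a sister screen read the other way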
# STAT3 activator: IL-6 driven STAT3 reporter potentiators, primary screen, U3A cells, luciferase, luminescence, MLSCN library; IL-6 STAT3-luciferase reporter; 100% = signal with IL-6 EC80 alone; 190,000 tested, 0.91% active; AID 871, 2007; activation (% of control), % at 5.6 µM;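 active means activation above the screen-wide mean of compound activation plus 3 SD, cut at about 130% in these data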;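 further: 0% = background luminescence of wells with medium and substrate only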
#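 Material: human STAT1-deficient U3A cells with stable STAT3-luciferase reporter / Probe or stimulus: IL-6 stimulus at 33 ng/mL final / Schedule: 1 h compound pre-exposure, 6 h IL-6 stimulation, 37 °C / Technique: luminescence / Read-out basis: percent of IL-6-only median luminescence / Control set: IL-6-only high control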
# ROMK mod: ROMK potassium channel modulators, primary screen, cell-based, thallium flux, MLSMR library; ATP-sensitive inward rectifier potassium channel 1 (Homo sapiens), P48048; Tet-inducible ROMK, thallium flux fluorescence; actives lie on both sides; B-score at 10 µM; 130,000 tested, 2% active;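 active means signal ratio slope over the read window, or its plate-corrected B-score, at least 3 SD from the plate mean, either direction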;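 further: B-score of the F/F0 ratio slope over 7 to 12 s after thallium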
# Target sequence (P48048 whole entry, looked up): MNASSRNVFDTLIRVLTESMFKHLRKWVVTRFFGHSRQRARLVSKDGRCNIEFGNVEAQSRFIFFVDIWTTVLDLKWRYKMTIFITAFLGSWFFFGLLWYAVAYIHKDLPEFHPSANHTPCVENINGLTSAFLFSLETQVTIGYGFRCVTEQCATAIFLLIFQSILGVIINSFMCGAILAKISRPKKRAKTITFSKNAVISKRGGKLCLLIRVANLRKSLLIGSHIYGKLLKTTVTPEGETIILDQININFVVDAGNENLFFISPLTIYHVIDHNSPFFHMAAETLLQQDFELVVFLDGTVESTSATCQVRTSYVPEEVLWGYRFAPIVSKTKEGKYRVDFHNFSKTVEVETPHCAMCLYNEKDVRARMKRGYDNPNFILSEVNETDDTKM
# * = called active by the depositor; / = no result given.
# Value order: PPARg SRC3 recr	SRC2 TRFRET art	STAT3 activator	STAT1 inh	PPARg SRC-2 ag	TNAP act hiacc	STAT3 inh	ROMK mod	bIAP activator	PPARg SRC-1 ag	bIAP inhibitor
- O=C(O)CSc1nnc(-c2ccncc2)n1-c1ccc(Cl)cc1
  -7	1453	102	-1	4	1.1	6	-0.023	0.9	1	12
- O=C(CSc1nnc(Cn2c(=O)sc3ccccc32)n1-c1ccccc1)Nc1nccs1
  8	1505	99	0	-2	1	0	/	0.9	7	8
- COc1ccccc1-c1c(NC(=O)c2ccco2)n(-c2ccccc2)nc(C)c1=O
  5	1498	100	-6	8	1	8	-0.21	1	2	4
- O=C(CN(C(=O)CCC(=O)Nc1nccs1)C1CCCC1)NCc1ccc2c(c1)OCO2
  1	1323	100	-2	0	1.1	-1	0.39	1	0	0
- O=C(Nc1cc(S(=O)(=O)N2CCCC2)ccc1OCC(F)(F)F)c1ccc(F)cc1
  0	1553	104	-11	-4	1.1	-2	/	0.9	6	5
- COc1ccccc1NC(=O)N1CCN(C)CC1
  0	1389	106	-3	-7	1	-2	1.4	1	-6	0
- CCn1c(=O)n(CC)c2cc([N+](=O)[O-])ccc21
  4	1672	84	9	2	1	22	/	1	0	4
- Cc1c(C(=O)NCCCN2CCCC2=O)oc2ccccc12
  -4	1677	110	-4	-1	1	-7	/	1	4	1
- CCc1ccc(N(CC(=O)Nc2sc3c(c2C(=O)OC)CCCC3)S(C)(=O)=O)cc1
  -3	1408	102	1	-1	1	-1	0.063	1	-4	2
- O=C(NCc1ccco1)C1CCCN1C(=O)Nc1ccc(Cl)cc1 (centres undefined)
  4	1551	103	-2	7	1.1	2	-0.85	0.9	-3	8
- c1ccc2[nH]c(CN3CCCCC3)nc2c1
  9	1512	100	1	17	1	4	0.087	0.9	1	7
- Cc1ccc(NC(=O)C(Nc2ccccc2)c2ccccc2)cc1 (centres undefined)
  1	1650	102	-13	12	1	-3	/	1	6	-3
- CN(C)c1ncc(S(=O)(=O)c2ccc(Cl)cc2)c(-c2ccc(Cl)cc2Cl)n1
  -2	1671	96	14	-2	1	10	/	1	1	2
- CCc1ccc(OCC2c3cc(OC)c(OC)cc3CCN2C(=S)NCCOC)cc1 (centres undefined)
  6	1646	92	12	-1	1	6	/	1	-3	-2
- S=c1[nH]nc(COc2ccc(Cl)cc2)n1Cc1ccco1
  7	1705	102	-22	4	1	1	-0.12	0.7	12	27
- CCCCOCCCNC(=O)c1ccc(NC(C)=O)cc1
  -7	1467	96	-5	-5	1	6	-0.071	1	-3	0
- COc1ccc(CSc2nncn2N)cc1Br
  -2	1656	102	-9	3	1	1	/	0.9	6	5
- CCc1nnc(NC(=O)CCC(=O)N2CCN(Cc3cc(F)ccc3OC)CC2)s1
  5	1682	102	6	0	1	0	0.23	1	7	1
- CCOC(=O)C1CCN(C(=O)CCNC(=O)Cn2ccc3ccccc3c2=O)CC1
  5	1498	98	3	-3	1	9	/	1	1	-3
- NC(=O)c1cccnc1Nc1cccc(F)c1
  -5	1335	109	-15	-5	1	-8	/	0.9	3	12

# Reformatted: entries from further up
smiles	PPARg SRC3 recr	SRC2 TRFRET art	STAT3 activator	STAT1 inh	PPARg SRC-2 ag	TNAP act hiacc	STAT3 inh	ROMK mod	bIAP activator	PPARg SRC-1 ag	bIAP inhibitor
O=C(NCc1ccco1)C1CCCN1C(=O)Nc1ccc(Cl)cc1 (centres undefined)	4	1551	103	-2	7	1.1	2	-0.85	0.9	-3	8
c1ccc2[nH]c(CN3CCCCC3)nc2c1	9	1512	100	1	17	1	4	0.087	0.9	1	7

# (continued)
# Value order: PPARg SRC3 recr	SRC2 TRFRET art	STAT3 activator	STAT1 inh	PPARg SRC-2 ag	TNAP act hiacc	STAT3 inh	ROMK mod	bIAP activator	PPARg SRC-1 ag	bIAP inhibitor
- Cc1ccc2nc(NC(=O)[C@H](C)N3C(=O)C4CC=CCC4C3=O)sc2c1 (some centres undefined)
  -2	1362	82	-8	-6	1	23	-0.067	1.3	-8	-28
- Cc1ccnc(SCCn2c(N3CCCCC3)nc3c2c(=O)[nH]c(=O)n3C)n1
  8	1774	108	-8	3	1	0	/	1	3	-1
- O=C(CSc1nc2ccccc2[nH]1)NC1CCCc2ccccc21 (centres undefined)
  2	1909	96	3	20	1	1	/	1	0	4
- COc1ccc(-c2nc(CSCC(=O)N3CCN(C(=O)c4ccco4)CC3)c(C)o2)cc1OC
  1	1430	100	1	6	1	9	/	1.2	4	-19
- CC1CCN(c2nnc(N3CCC(C)CC3)c3ccccc23)CC1
  5	1623	/	11	11	1	/	/	1.1	4	-11
- O=C(CCN1CCCCCC1)Nc1ccc(F)c(F)c1
  -11	1509	101	3	-1	1	2	/	1	-2	3
- CC(=O)c1ccccc1OCC(O)CN1CCN(CCN2C(=O)c3cccc4cccc(c34)C2=O)CC1 (centres undefined)
  4	1736	80	-4	2	1	28	-3.7	1.2	4	-15
- O=C(CCCCCNC(=O)c1ccccc1)N/N=C/c1ccc(O)cc1O
  -1	1445	102	7	-6	1	1	0.55	0.7	1	34
- CSc1nc(C)cc(OCC(=O)N2CCOCC2)n1
  -12	1419	108	-1	-2	1.1	-8	0.68	1	5	-1
- COc1cc(-c2ccc(NC(=O)CN3CCC(C)CC3)c(OC)c2)ccc1NC(=O)CN1CCC(C)CC1
  2	1466	97	-1	14	1	9	0.053	1	-1	-1
- COC(=O)CNC(=O)c1cn(CC(C)C)c(=O)c2cc(OC)c(OC)cc12
  -17	1493	107	-4	-3	0.9	-1	-0.41	1	3	-3
- CC(=O)c1ccc(Cc2ncc(C(F)(F)F)cc2Cl)s1
  7	1619	90	-4	16	1	18	/	0.9	2	13
- COc1cccc(C(=O)Oc2cccc(N3C(=O)C4C5CC(C(Br)C5Br)C4C3=O)c2)c1 (centres undefined)
  9	1578	106	4	2	1	-4	1.2	1	6	5
- COc1ccc(CCNC(=O)C(=O)Nc2ccc3c(c2)OCCO3)cc1OC
  -3	1489	99	-3	3	1.1	13	-0.21	0.9	-2	8
- CSc1nc(-c2ccco2)nn1C(=O)c1ccco1
  -1	1468	101	-5	-1	1	-1	/	0.9	-1	12
- O=C(CSc1nc2ccccc2s1)N1N=C(c2cccs2)CC1c1ccc(F)cc1 (centres undefined)
  -1	1530	110	2	6	1	-8	-1.2	1.1	2	-6
- O=C(CN(C1CCCCC1)S(=O)(=O)c1ccc(Br)cc1)NCc1ccncc1
  0	1379	101	-2	-10	1	1	-0.81	1	-14	2
- Cc1cc(NCCCN2CCOCC2)n2ncc(-c3ccc(Cl)cc3)c2n1
  4	1464	125	-10	4	1	-27	/	1	-4	-2
- CCOC(=O)N1CCC(NC(=O)COc2cc(=O)n(C)c3ccccc23)CC1
  -3	1484	104	-7	-5	1.1	4	/	1	-1	4
- OCCCc1nc2n(n1)C(c1ccccc1Cl)C=C(c1cccs1)N2 (centres undefined)
  13	1670	108	-2	12	1	-4	-2.7	0.9	0	8
- CCN1CCN(Cc2nc3c(c(=O)n(C)c(=O)n3C)n2Cc2ccccc2Cl)CC1
  -7	1641	105	7	4	1.1	-1	/	1.1	0	-6
- CC1CCN(C(=O)CSc2nnc(CNC(=O)COc3ccc(Cl)cc3)o2)CC1
  0	1555	102	-3	-1	1.1	-2	-0.009	0.9	-1	14
- CCOC(=O)c1cc2nc(Nc3ccc(OC)cc3)sc2s1
  4	1487	84	-4	18	1	22	0.94	0.7	1	28
- CCc1nnc(NC(=O)CSc2nnc(-c3ccccc3O)n2CC)s1
  -5	1554	104	-1	3	1.1	1	-0.49	1.1	0	-6
- Cc1ccc2c(c1)NC(=O)C(CC(=O)NCCCN1CCN(c3cc(C)ccc3C)CC1)O2 (centres undefined)
  1	1598	94	9	5	1.1	15	/	1.1	7	-8
- Cn1cnnc1SCC(=O)Nc1ccccc1C(=O)NC1CC1
  13	1414	97	3	8	1.1	9	0.25	1.1	2	-6
- CN(CC(=O)Nc1ccccc1Cl)CC(=O)Nc1c(F)cccc1F
  -2	1577	100	3	3	1.1	6	0.4	1.1	-1	-13
- O=C(COC(=O)/C=C/c1ccc(Cl)cc1)NCCC1=CCCCC1
  3	1541	104	-1	6	1	-5	-0.00096	1.8	-2	-81
- c1ccc(-c2cn3nc4c(nc3n2)CCCC4)cc1
  1	1659	28	53*	7	1	87*	-2.4	1	-2	-2
- CCCCNC(=O)c1onc(CSc2cccc(OCC)c2)c1C(=O)O
  9	1595	111	3	3	1	-5	0.29	0.9	7	10
- Cc1ccn2c(-c3csc(NCc4ccco4)n3)c(C)nc2c1
  8	1495	80	6	5	1	29	/	1.1	7	-15
- CC(C)N(Cc1nccn1C)C(=O)c1ccc(OC2CCN(C(=O)C3CC3)CC2)cc1
  4	1491	99	0	4	1.1	4	0.64	1.1	-5	-7
- NC(=O)CN(c1ccc([N+](=O)[O-])cc1)S(=O)(=O)c1ccccc1
  6	1746	99	5	-1	1	10	0.76	1.2	10	-18
- CN=C1c2ccccc2CN1c1cccc(C(=O)OC)c1
  -3	1662	88	9	5	1.1	20	/	1	4	-3
- CCC(CC)C(=O)NCCc1ccc(OC)cc1
  -2	1639	101	5	9	1	5	0.9	0.6	5	38
- CNS(=O)(=O)c1ccc(NC(=O)c2nc3nc(C)cc(C(F)F)n3n2)cc1
  0	1528	106	-5	3	1.1	-9	0.07	0.9	-2	8
- NC(=S)NNC(=S)Nc1ccccc1
  8	1752	106	-11	6	1	-3	0.016	1.1	4	-13
- Cc1ccc2c(c1)C(SCC(=O)NCCc1ccccc1)CC1(CCCC1)O2 (centres undefined)
  4	1363	94	1	5	1	7	-0.11	1	-2	-1
- C=CCN(c1cccc(C(F)(F)F)c1)S(=O)(=O)c1cccc(C(=O)OCC(=O)NCCC)c1
  8	1647	99	-4	2	1	-3	/	1	3	2
- COc1ccc(S(=O)(=O)N2CCCC2C(=O)Nc2nnc(-c3cccnc3)s2)cc1 (centres undefined)
  2	1711	111	6	8	0.9	-8	0.083	1	11	2
- Cc1ccc(O)c(NC(=O)c2noc3c2CCCCC3)c1
  6	1571	107	-18	-2	1	-7	-0.74	1.2	5	-16

# Rows were taken by chance. Share with any hit: about 3.7%.
